Screens (PubChem)
FLuc modulator = firefly luciferase modulation, counter-screen for miR-21 project. P08659. purified FLuc, Km substrates, luminescence inhibition. Potency, µM (doses to about 57.5 µM), for the others: top-dose activity change, negative = inhibition, hits mostly inhibitors. 6.9% of 360,000 active. AID 588342; active = well fitted inhibition curve with a large enough effect; inconclusive = small, poorly fitted or top-dose-only effect;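 note: plate controls were vehicle for no effect and reference inhibitor for full effect; nearly all actives have a fitted effect of over 55% in size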
Target sequence (P08659 whole entry, looked up): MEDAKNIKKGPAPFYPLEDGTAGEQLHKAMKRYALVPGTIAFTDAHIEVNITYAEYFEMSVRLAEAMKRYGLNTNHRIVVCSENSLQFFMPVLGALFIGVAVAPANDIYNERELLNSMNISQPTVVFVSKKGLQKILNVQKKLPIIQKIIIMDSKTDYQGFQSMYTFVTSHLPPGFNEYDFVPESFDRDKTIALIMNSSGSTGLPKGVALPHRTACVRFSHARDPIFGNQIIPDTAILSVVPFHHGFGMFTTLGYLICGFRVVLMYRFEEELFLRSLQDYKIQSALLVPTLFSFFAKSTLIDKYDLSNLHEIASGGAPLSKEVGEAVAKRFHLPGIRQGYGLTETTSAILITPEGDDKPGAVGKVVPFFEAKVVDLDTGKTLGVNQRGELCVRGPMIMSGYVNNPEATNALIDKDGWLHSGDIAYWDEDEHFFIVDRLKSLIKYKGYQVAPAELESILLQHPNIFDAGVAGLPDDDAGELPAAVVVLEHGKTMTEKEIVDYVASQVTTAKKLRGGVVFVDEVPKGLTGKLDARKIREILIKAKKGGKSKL
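Purified P. pyralis luciferase, 10 nM final, with Km-level 10 uM D-luciferin and 10 uM ATP in 50 mM Tris acetate pH 7.5, 10 mM Mg acetate, 0.01% Tween-20, 0.05% BSA; 6-point qHTS titration about 60 µM downward; luminescence read.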
* hit, by the source's call; ? = inconclusive. Potency is the fitted concentration of half-maximal effect. The list is partial, so the mix of outcomes need not match the whole.

SMILES,FLuc modulator
Cc1ccc(-c2[nH]c3c(c2-c2c(-n4cccc4)n(C)c(=O)[nH]c2=O)c(=O)[nH]c(=O)n3C)cc1,-2%
CCN(CC)c1ccc(NS(=O)(=O)c2cc3[nH]c(=O)c(=O)[nH]c3cc2C)c(C)c1,-4%
O=C(Cn1nc(Cc2cccnc2)c2ccccc2c1=O)N1CCN(c2ccc(F)cc2)CC1,0%
COc1ccc(C)cc1NC(=O)N1CCC(CN2CCC(C)CC2)CC1,3%
CCN(CC)S(=O)(=O)c1ccc(C(=O)NCCSc2c(-c3ccc(OC)cc3)[nH]c3ccccc23)cc1,-6%
CCOC(=O)c1ccc(NC(=O)c2cn(-c3ccccc3)nc2-c2ccc(Br)cc2)cc1,4%
CCOC(=O)C1CCCN(C(=O)c2ccc3c(c2)sc2nc(-c4ccc(CC)cc4)cn23)C1 (configuration not stated),-7%
CCC(C)NC(=O)CCC(=O)N1Cc2ccccc2Oc2ncccc21 (configuration not stated),-2%
O=C(NCc1cccs1)c1ccc2c(=O)n3nc(Nc4ccccc4)sc3nc2c1,5%
CCOC(=O)c1c(C)n(S(=O)(=O)c2ccc(C)cc2)c2ccc(NS(=O)(=O)c3ccc(C)cc3)cc12,0%
O=C(Nc1ccc(Cl)cc1)N1CCC(CN2CCCC2)CC1,-4%
Cc1cc(-c2nc3ccccc3s2)ccc1NC(=O)c1cc(Cl)ccc1Cl,2%
COC(=O)c1ccc(NC(=O)CSc2cn(CC(=O)N3CCCCCC3)c3ccccc23)cc1,2%
COc1ccc(NC(=O)C2=C(C)Nc3nc(SCc4ccccc4C)nn3C2c2ccc(Br)cc2)cc1 (configuration not stated),-13%
COc1ccc(CCNCc2c(C(=O)O)c(C)n(Cc3cccc(Cl)c3)c2C)c(OC)c1OC,-1%
CCOc1ccc(NC(=O)C(CC(C)C)N2Cc3ccccc3C2=O)cc1 (configuration not stated),-1%
COc1cccc(Nc2nnc(-c3cc4ccc(O)cc4oc3=O)s2)c1,-19%
CCCOc1ccc(C(=O)N2CCC(c3nc4ccccc4s3)CC2)cc1,-19%
O=C(c1ccc2c(c1)N(Cc1cccc(Cl)c1)C(=O)c1ccccc1S2)N1CCOCC1,-3%
Cc1cc(S(=O)(=O)NCCc2csc(-c3cccc(F)c3)n2)ccc1F,-12%
CCc1cc2c(-c3ccccc3)cc(=O)oc2c2c1OCN(Cc1ccc(F)cc1)C2,-14%
Fc1cccc(-n2ncc3c2ncn2nc(-c4ccccc4Cl)nc32)c1,-1%
Cc1cc(=O)[nH]c2nnc(SCc3cccc(C(F)(F)F)c3)n12,5%
CCc1cccc(C)c1NC(=O)c1cc(CN2CCCC2)on1,3%
COC(=O)c1ccc2c(=O)n(CCCCCC(=O)N3CCN(c4ccc(Cl)cc4)CC3)c(=O)[nH]c2c1,6%
CCOC(=O)N1CCC(NC(=O)c2cnn(-c3cccc(Cl)c3C)c2C2CCN(C(=O)OC(C)(C)C)CC2)CC1,-7%
Cc1ccc(S(=O)(=O)C2(C(=O)Nc3ccc(Cl)c(C(F)(F)F)c3)CC2)cc1,-4%
Cc1ccc2onc(CC(=O)N3CCN(c4cc(Cl)ccc4C)CC3)c2c1,?
COc1ccc(CN2CCCN(CC(=O)Nc3ccc(Br)cc3F)S2(=O)=O)cc1,-10%
CCOc1ccc(S(=O)(=O)Nc2ccc(OC)c(Cl)c2)c2cccnc12,-18%
Cc1cc(OCC(=O)N2CCC(c3nc4ccccc4s3)CC2)ccc1Cl,?
CC(=O)N1CCc2cc(CNC(=O)Cc3ccc(F)cc3)ccc21,-18%
Cc1cc(C)cc(NC(=O)C(CC(C)C)NC(=O)C2CCCCC2)c1 (configuration not stated),1%
CC(C)CC(=O)Nc1nc2nc(-c3ccccc3)cc(=O)n2[nH]1,?
COc1cc(OC)c(NC(=O)N2CCc3cc(OC)c(OC)cc3C2CC(=O)O)cc1Cl (configuration not stated),-18%
COc1ccc(F)cc1S(=O)(=O)NCCc1sc2nc(-c3ccc(F)cc3)nn2c1C,-11%
COc1cc2nc(SCC(=O)Nc3cccc(C)c3)n3nc(CCn4c(C)nc5ccccc54)nc3c2cc1OC,-3%
COC(=O)c1ccc(CN(Cc2ccc(OC)c(OC)c2)S(=O)(=O)c2cc(C(=O)Nc3cccc(C)c3)ccc2F)cc1,-3%
O=C(CSc1nc(-c2ccco2)nc2cc(=O)[nH]n12)Nc1ccc(F)cc1,-16%
O=C(CCCn1c(=O)c2sccc2n(Cc2cccc(Cl)c2)c1=O)NCc1ccc2c(c1)OCO2,6%
CCOc1ccc(S(=O)(=O)c2cn(C)c3ccccc3c2=O)cc1,-3%
CC(C)(C)OC(=O)N1CCC(c2c(C(=O)N3CCN(c4ncccn4)CC3)cnn2-c2ccccc2)CC1,0%
CCOC(=O)N1CCc2c(sc(NCc3cccs3)c2C(=O)Nc2ccc(OC)cc2OC)C1,13µM*
Cn1cnc2c(=O)oc3ccc(S(=O)(=O)N4CCN(c5ccccc5F)CC4)cc3c21,-1%
Cc1oc(-c2cccc(Cl)c2)nc1CSc1nncn2c1cc1occc12,-5%
CC1=C(C(=O)Nc2ccc(C)cc2C)C(c2ccc([N+](=O)[O-])cc2)n2ncc(C(=O)Nc3ccc(F)cc3)c2N1 (configuration not stated),0%
CCOC(=O)CC(NC(=O)c1cc2c(=O)n3cccc(C)c3nc2s1)c1ccc(OCC)c(OC)c1 (configuration not stated),2%
N#CC1=C(N)N(c2cccc(Cl)c2)C2=C(C(=O)CCC2)C1c1cc(CN2CCOCC2)cs1 (configuration not stated),-8%
CCOC(=O)c1cnc2c(C)c(Cl)ccc2c1NCCc1ccccc1,-7%
CCc1cccc(-n2c(=O)c3cccnc3n2CC(=O)Nc2ccccc2C(=O)OC)c1,-1%
CCOCCn1cnc2sc(C(=O)Nc3ccccc3C(=O)OC)c(C)c2c1=O,-4%
Cc1ccc(C)c(S(=O)(=O)c2cn(C)c3cc(F)c(F)cc3c2=O)c1,-1%
CCN(CC)C(=O)CSc1nc2c(c(=O)n(C)c(=O)n2C)n1Cc1ccccc1,6%
COc1cc(NC(=O)CCS(=O)(=O)c2nc(-c3ccc4c(c3)OCO4)cc(C(F)(F)F)n2)cc(OC)c1OC,-3%
CCOc1ccc(-c2cc(C(=O)NCCc3ccc(Cl)cc3)c3ccccc3n2)cc1,?
O=C(NCCS(=O)(=O)N1CCN(c2ccccc2)CC1)C(c1ccccc1)c1ccccc1,8%
COc1ccc(Nc2nnc(-c3ccc(C)c(S(=O)(=O)NCCO)c3)c3ccccc23)cc1C(N)=O,?
CCCCN(CC)CCNC(=O)c1c(C)oc2ncnc(N3CCOCC3)c12,-4%
CCCc1cc(=O)[nH]c(Nc2cccc(Cl)c2Cl)n1,?
O=C(c1noc2c1CCCCC2)N1CCN(c2ccc(Cl)cc2)CC1,4%

New compounds follow
SMILES,FLuc modulator
COc1cccc(C(=O)Nc2ccccc2C(=O)OCc2cc(=O)n3nc(C4CC4)sc3n2)c1,-1%
Cc1ccc(OCCSc2nc(-c3cccs3)nc3cc(=O)[nH]n23)cc1Cl,?
Cc1ccc(-n2ncc(C(=O)Nc3ccc4c(c3)OCCO4)c2C2CCN(C(=O)OC(C)(C)C)CC2)cc1C,?
COc1ccc(N2CCN(C(=O)c3sc4nc5n(c(=O)c4c3C)CCC5)CC2)cc1,8%
Cc1csc2nc(COC(=O)c3ccc(NC(=O)COc4ccccc4F)cc3)cc(=O)n12,2%
Cc1ccc(-c2nc3sc(CCNS(=O)(=O)c4cc(F)ccc4F)c(C)n3n2)cc1,?
O=C(Cc1cccs1)NC1CC(=O)N(c2ccc(Cl)cc2)C1 (configuration not stated),6%
COc1ccc(CCCc2nnc(SCC(=O)Nc3ccccc3F)o2)cc1C,?
Cc1oc(-c2ccc(C(=O)Nc3ccc(F)cc3F)cc2)nc1COc1ccccc1,-3%
Cc1cccn2c(Nc3ccccc3)c(-c3cccs3)nc12,?
CCOc1ccccc1NC(=O)c1c2c(nc3ccccc13)C(=O)N(C1CCCCC1)C2,-6%
CS(=O)(=O)n1nc(-c2ccco2)nc1NCc1ccccc1Cl,-7%
CCn1c(C(=O)Nc2cc(Cl)ccc2C)cc2sc(Cl)cc21,14%
CCC(=O)N1CCc2cc(CNS(=O)(=O)c3ccc(NC(=O)CC(C)C)cc3)ccc21,-2%
Cc1ccc(NC(=O)c2cc(S(=O)(=O)NC3CCCCC3)ccc2F)cc1Cl,3%
Cc1ccc(C2CCN(C(=O)Nc3ccc(Cl)c(Cl)c3)C2)cc1 (configuration not stated),4.8µM*
CCOc1ccccc1NC(=O)Cn1nc2c3cc(F)ccc3n(Cc3cccc(C)c3)cc-2c1=O,-4%
COc1ccc(-n2ncc3c2ncn2nc(Cc4ccccc4)nc32)cc1,-12%
Cc1nn(C)c2c1c(-c1ccccc1)cc(=O)n2Cc1ccccc1F,-8%
COc1cc(NS(=O)(=O)c2ccc(NC(=O)c3ccccc3C(=O)O)cc2)nc(OC)n1,?

In a second layout: entries from further up
Cc1ccc(-n2ncc(C(=O)Nc3ccc4c(c3)OCCO4)c2C2CCN(C(=O)OC(C)(C)C)CC2)cc1C
  FLuc modulator = ?
O=C(Cc1cccs1)NC1CC(=O)N(c2ccc(Cl)cc2)C1 (configuration not stated)
  FLuc modulator = 6%
Cc1oc(-c2ccc(C(=O)Nc3ccc(F)cc3F)cc2)nc1COc1ccccc1
  FLuc modulator = -3%
Cc1nn(C)c2c1c(-c1ccccc1)cc(=O)n2Cc1ccccc1F
  FLuc modulator = -8%

New compounds follow:
SMILES,FLuc modulator
COc1ccc(C(=O)Nc2cccc(C(=O)OCc3cc(=O)n4nc(C5CC5)sc4n3)c2)cc1,?
COc1ccc(-c2c(C)c3ccc(O)c(CN4CCCCC4)c3oc2=O)cc1OC,3%
CC(C)(C)OC(=O)N1CCC(c2c(C(=O)N3CCN(C(=O)c4ccco4)CC3)cnn2-c2cccc(F)c2)CC1,-1%
Fc1ccccc1N1CCN(c2ncc3c(n2)CCN(Cc2cc(Br)cs2)C3)CC1,-3%
CCN(C(=O)CCNC(=O)Cn1cnc2ccccc2c1=O)c1cc(OC)ccc1OC,5%
Cc1ccc(-c2nc3ncccc3o2)cc1NC(=O)c1ccc(-c2cccc(Cl)c2C)o1,-15%
O=C(CSc1nccn1Cc1ccc(Cl)cc1)Nc1ccc2c(c1)OCO2,-17%
O=C(NCc1cccs1)c1ccc(Cn2c(SCc3ccccc3)nc3cccnc32)cc1,6.7µM*
COc1ccc(-c2noc(N3CCN(c4ccc(C)cc4)C(C)C3)n2)cc1OC (configuration not stated),-1%
CC(=O)c1cccc(NC(=O)CSc2nc3ccccc3nc2Cc2ccc(F)cc2)c1,2%
CC1(C)C(=O)N(CC(=O)Nc2ccc(Br)cc2F)c2ccccc21,-13%
CCOC(=O)c1cccc(NC(=O)c2cc3c(Cl)nc4ccc(C)cc4c3s2)c1,-3%
Cc1cccc(NC(=O)CSc2nc(-c3ccccc3)cc(=O)[nH]2)c1C,?
CCOc1ccc2c(c1)c(=O)c(S(=O)(=O)c1ccc(CC)cc1)cn2Cc1cccc(Cl)c1,2%
CCCOc1cccc(C2c3c(oc4ccc(F)cc4c3=O)C(=O)N2Cc2ccc3c(c2)OCO3)c1 (configuration not stated),-1%
CCOc1ccc(NC(=O)C2Cc3ccccc3N2C(=O)c2ccccc2)cc1 (configuration not stated),0%
COc1cccc([C@@H]2Nc3ccc(C(=O)O)cc3[C@@H]3C=CC[C@@H]32)c1OC,-19%
COC(=O)c1ccccc1NC(=O)c1ccc2c(c1)CCN2S(=O)(=O)c1ccc(Cl)cc1,-1%
Cc1ccc(/C=C(\C#N)c2nc(-c3cc4c(ccc5ccccc54)oc3=O)cs2)cc1,-12%
Cc1ccc(NC(=O)Cn2nnc(-c3nc(-c4ccncc4)no3)c2N)cc1,-4%
Cc1ccc(Cn2ccnc2SCC(=O)NCc2ccccc2Cl)cc1,-3%
COc1cc(Nc2nc(-c3ccc(OC)c(OC)c3)nc3ccccc23)cc(OC)c1,-16%
COc1ccc(CNC(=O)CCC2N=C3c4ccccc4N=C(SCc4ccccc4F)N3C2=O)cc1 (configuration not stated),-8%
Cc1ccc(S(=O)(=O)c2nnn3c2nc(NCc2ccc(F)cc2)c2sccc23)cc1,-3%
COc1ccc(-n2cc(-c3ccccc3)nc2SCC(=O)Nc2ccccc2C)cc1,4%
Cc1cc(C)c2c(=O)cc(CSc3nnc(COc4ccccc4C)n3C)[nH]c2c1,-3%
CCc1ccc(NC(=O)c2cc3c(=O)n(Cc4cccs4)ccc3nc2C)cc1,-2%
CCCOc1ccc(NC(=O)CC2C(=O)N(c3ccc(C)cc3)C(=O)N2Cc2cccc(OC)c2)cc1 (configuration not stated),-1%
COc1ccc(-c2nsc(NC(=O)c3cccc(OC)c3)n2)cc1,11µM*
CCCOc1ccc(CNC(=O)CN2C(=O)c3cccnc3Oc3ccc(C)cc32)cc1,-11%
COc1ccc2sc(N(Cc3cccnc3)C(=O)c3ccco3)nc2c1,-17%
COc1ccccc1OCCCCn1c(-c2ccc(Cl)cc2)nc2ccccc2c1=O,1%
COc1ccccc1CNC(=O)c1ccc2c(c1)N(Cc1cc(C)ccc1C)C(=O)c1ccccc1S2,1%
CCc1ccc2oc(C(=O)Nc3cc(Cl)ccc3OC)cc(=O)c2c1,-8%
COc1ccc(NC(=O)CSc2nc(-c3ccccc3)cc(-c3cc(OC)c(OC)c(OC)c3)c2C#N)c(OC)c1,-4%
CC(C)c1nc2ccc(C(=O)Nc3ccccc3F)cc2o1,?
